Wnt bcat act: Wnt/beta-catenin pathway activators, primary screen, cell-based, plate reader, single point | Wnt/beta-catenin reporter cell assay, activator | activation, % at 9.35 µM | actives 1.2% (n = 300,000) | AID 743398, 2014; in the data active = activation above about 30%, passing the limit was not always enough;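 also: 0% = neutral control wells and 100% = positive control wells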
MITF act: activators of MITF-driven TRPM1 promoter reporter, primary screen, cell-based, SK-MEL-5, luciferase, single point; SK-MEL-5 TRPM1-promoter luciferase, 24 h; % of positive control, neutral wells = 0; activation, % at 12.5 µM; actives 0.75% (n = 300,000); AID 588334, 2011;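 active = mean activation of at least 80% with every replicate also reaching 80%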;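 also: 0% = neutral control wells and 100% = parthenolide positive control wells; values of inactives mirror those of a sister screen read the other way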
SR-BI HDL uptake: inhibitors of SR-BI mediated HDL lipid uptake, primary screen, ldlA[mSR-BI] cells, fluorescence, single point | Scavenger receptor class B member 1 (Mus musculus), Q61009 | ldlA[mSR-BI] CHO cells, DiI-HDL uptake fluorescence, 3 h | inhibition, % at 12.5 µM | actives 0.96% (n = 320,000) | AID 488896, 2010;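 active = mean replicate inhibition of at least 70% and a set share of replicates each scoring 70 or more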;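 also: 0% = median of neutral control wells and 100% = median of positive control wells; values of inactives mirror those of a sister screen read the other way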
Target sequence (Q61009 whole entry, looked up): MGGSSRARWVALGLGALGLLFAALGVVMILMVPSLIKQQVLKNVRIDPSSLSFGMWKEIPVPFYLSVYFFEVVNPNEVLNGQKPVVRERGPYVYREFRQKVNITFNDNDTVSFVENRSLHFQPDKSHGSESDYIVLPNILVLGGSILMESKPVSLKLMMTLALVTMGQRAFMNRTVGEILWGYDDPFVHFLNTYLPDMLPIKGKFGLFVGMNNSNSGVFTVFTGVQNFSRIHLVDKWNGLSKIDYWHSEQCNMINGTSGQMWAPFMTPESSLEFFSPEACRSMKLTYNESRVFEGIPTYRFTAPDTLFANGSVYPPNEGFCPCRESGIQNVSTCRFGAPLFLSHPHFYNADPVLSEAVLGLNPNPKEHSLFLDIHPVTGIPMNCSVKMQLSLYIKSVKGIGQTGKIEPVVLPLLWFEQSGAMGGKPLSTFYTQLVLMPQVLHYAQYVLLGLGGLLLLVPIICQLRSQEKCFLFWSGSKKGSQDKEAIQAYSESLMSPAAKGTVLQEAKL
Rtt109 HAT inh: inhibitors of C. albicans Rtt109/Vps75 HAT, primary screen, biochemical, ThioGlo CoA-SH fluorescence, plate reader; AID 540336, 2011; actives 0.16% (n = 330,000); purified Rtt109/Vps75, 4 h; inhibition, % at 34.9 µM; Histone acetyltransferase RTT109 (Candida albicans (strain SC5314 / ATCC MYA-2876)), …;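 active = inhibition of at least 50% in every replicate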
cardiac RTF act: cardiac RTF calcium sensitivity activators, primary screen, biochemical, IANBD-TnC fluorescence, EC20 calcium. activation, % at 7.2 µM. actives 0.24% (n = 340,000). IANBD-labeled TnC RTF fluorescence at EC20 calcium; 0% EC20 calcium, 100% full calcium. Troponin I, cardiac muscle (Homo sapiens) + Troponin T, cardiac muscle (Homo sapiens) + …;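 active = activation above the mean over all tested compounds plus 3 SD, cut at about 30% in these data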;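 also: rise in fluorescence read as greater calcium sensitivity of cardiac thin filaments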
HTR5A ag: HTR5A agonists in luminescence cell assay, primary screen, counter-screen for OPRM1-OPRD1 heterodimer agonist project, full-deck HTS; 5-hydroxytryptamine receptor 5A (Homo sapiens), P47898; cell-based; activation, % at 9.3 µM; actives 0.61% (n = 340,000); AID 504692, 2011; in the data active = activation mostly above about 9.5%, no sharp cut-off; inactive = mostly below about 7.6%;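 also: 0% = cells with vehicle only and 100% = reference agonist; strong numbers were not always called active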
Target sequence (P47898 whole entry, looked up): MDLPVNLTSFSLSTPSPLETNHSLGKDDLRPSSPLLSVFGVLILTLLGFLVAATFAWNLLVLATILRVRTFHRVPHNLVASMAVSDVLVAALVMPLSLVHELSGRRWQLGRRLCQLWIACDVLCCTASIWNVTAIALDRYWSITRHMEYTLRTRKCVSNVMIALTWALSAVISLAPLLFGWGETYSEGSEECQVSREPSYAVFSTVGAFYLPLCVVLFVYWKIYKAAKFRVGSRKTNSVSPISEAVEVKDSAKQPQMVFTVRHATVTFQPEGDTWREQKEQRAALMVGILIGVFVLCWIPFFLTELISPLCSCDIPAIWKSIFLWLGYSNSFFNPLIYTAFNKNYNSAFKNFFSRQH
dFosB act: activators of delta FosB homodimer, primary screen, biochemical, fluorescence polarization, TAMRA-CDK5 oligo, single point; actives 0.99% (n = 340,000); purified delta FosB; percent of positive-control signal above neutral wells; Protein FosB (Mus musculus), P13346; AID 493131, 2011; activation, % at 25 µM;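 active = mean activation above about 17%, with every replicate also reaching it, limit read from the data, passing the limit was not always enough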;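 also: fluorescence polarization rise as delta FosB binds a TAMRA Cdk5 AP-1 oligo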
CDK5 inh: inhibitors of human CDK5/p35 kinase, primary screen, biochemical, single concentration | Cyclin-dependent kinase 5 (Homo sapiens) + Cyclin-dependent kinase 5 activator 1 (Homo … | Recombinant CDK5/p35, ADP-Glo luminescence, 60 min | inhibition, % at 10 µM | actives 0.01% (n = 330,000) | AID 488839, 2010;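 active = highest replicate inhibition of at least 50% and at least 75% of replicates reaching 50%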;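 also: plate controls were DMSO neutral control for no effect and GW8510 at 10 µM for full effect; many of its hits are not listed in these tables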
PvdQ inh: P. aeruginosa PvdQ acylase inhibitors, primary screen, biochemical, fluorescence, plate reader and imaging, single point; PvdQ acylase [Pseudomonas aeruginosa LESB58]; purified PvdQ acylase; inhibition, % at 10 µM; actives 0.063% (n = 340,000); in the data active = inhibition above about 30%, passing the limit was not always enough;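 also: 0% = vehicle neutral wells and 100% = reference inhibitor wells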
SR-BI DiI-HDL act: activators of SR-BI mediated DiI-HDL uptake, primary screen, ldlA[mSR-BI] CHO cells, DiI fluorescence; 3 h; 100 = double the neutral-control signal; activation, % at 12.5 µM; AID 504775, 2011; actives 0.096% (n = 320,000);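 active = mean replicate activation of at least 60% and every replicate at or above 60%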;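 also: 0% = median plate neutral-control signal and 100% = twice that signal; values of inactives mirror those of a sister screen read the other way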
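System: CHO ldlA[mSR-BI] cells / Medium: HEPES-buffered (25 mM, pH 7.4) F12 plus 0.5% BSA / Probe or stimulus: labelled HDL, 10 µg/mL / Doses: single compound concentration, delivered by pin transfer / Schedule: 3 h, 37 °C / Measured by: DiI fluorescence, bottom read / Measure: cell-associated DiI fluorescence as measure of HDL uptake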
An asterisk follows results filed as active; / = no result given; & = joins results of further samples.

SMILES	Wnt bcat act	MITF act	SR-BI HDL uptake	Rtt109 HAT inh	cardiac RTF act	HTR5A ag	dFosB act	CDK5 inh	PvdQ inh	SR-BI DiI-HDL act
Cc1ccc(N2C(=O)c3ccccc3C(C)(C)C2=O)cc1	-1	/	21	0	5	3	-5	-1.5	-4	-21
O=C(Nc1nc2ccccc2[nH]1)C12CC3CC(CC(C3)C1)C2	-2	72	-14	5	-5	2	4	-0.1	0	14
COc1cc2c(cc1OC)C(C)N(C(=O)CCN1C(=O)C3C4C=CC(C4)C3C1=O)CC2 (configuration not stated)	-1	19	7	9	-2	2	-6	0.3	7	-7
COCCCNc1nc(SCc2ccccc2)nc2sc3c(c12)CCC3	-2	/	/	-3	-5	5	-6	-0.8	3	/
CC(C)Sc1nc2ccc(Br)cc2[nH]1	10	14	-23	-6	18	8	-10	2.1	-13	23
CCOc1ccc(N/C=C/C(=O)c2ccccc2)c([N+](=O)[O-])c1	-3	-4	20	-21	-3	-3	-7	6.2	7	-20
CCn1cc(Br)c(C(=O)Nc2cccc(Cl)c2)n1	/	48	7	4	-9	-1	-7	-0.2	-6	-7
O=S(=O)(c1ccccc1)n1ccc2ccccc21	-1	-24	-21	-7	-3	-1	1	0.0	-11	21
N#Cc1ccc(OCC(=O)N2CCN(C(=O)c3ccco3)CC2)cc1	-3	3	-4	-14	-1	-1	-2	0.9	-14	4
CN(C)c1ncnc2c1NC1=C(S2)C(=NCCCC(=O)O)CC(C)(C)C1	/	-5	-9	14	14	-1	-9	1.0	-14	9
Nc1nnc(SCc2ccccc2Cl)s1	/	21	-9	-3	13	2	2	-0.9	-11	9
N=c1ccn(Cc2c(Cl)cccc2Cl)cc1	-2	/	-29	-6	2	4	-6	1.0	-2	29
CCOC(=O)c1ccc(Nc2nc(C)cc(C)n2)cc1	18	46	/	-11	8	1	-6	1.5	-7	/
COc1ccc(NC(=O)[C@@H]2CC=C[C@@H]3CCN(C4CCCCC4)C(=O)[C@@H]32)cc1	-4	-14	5	10	1	13	8	3.4	11	-5
COC(=O)N/N=C\c1cc2c(cc1Br)OCO2	-1	-13	-13	4	5	-2	0	-2.9	-11	13
COC(=O)c1c(N)c(C#N)c(C)n1-c1ccccc1	1	/	-25	-17	-2	2	2	0.8	-13	25
CC(C(=O)O)c1ccc(N2Cc3ccccc3C2=O)cc1 (configuration not stated)	-3&6	-13	-3	-3	2	-3	2	2.7	4	18
O=C(O)c1cccc(-n2cccc2/C=C\[N+](=O)[O-])c1	-1	4	-53	12	4	7	-8	0.8	-8	53
Cc1ccc(-c2nc(C#N)c(NCc3cccc4c3OCO4)o2)cc1	/	5	-38	-2	3	0	-8	1.1	2	38
Cc1ccccc1/C=C1\CCCc2ccccc2C1=O	77*	/	11	11	2	3	4	-1.7	-10	-11
Cc1ccc(N2C(=O)c3cccc4c(N)ccc(c34)C2=O)c2cccnc12	-21	-55	/	-4	754*	4	-5	-0.1	-3	/
CCCn1c(N)c(N(CCOC)C(=O)C(C)Oc2ccc(F)cc2)c(=O)[nH]c1=O (configuration not stated)	2	-1	-2	-1	4	-2	-3	1.7	-19	2
CC(=O)c1ccc(NC(=O)C2Cc3ccccc3CN2C(=O)c2ccccc2)cc1 (configuration not stated)	7	7	16	6	1	2	-9	-0.1	-3	-16
Nc1ccc(S(=O)(=O)c2ccccc2)nc1	1	/	2	-1	-5	2	5	-0.2	-8	-2
Cc1ccc(C(=O)NC(=S)Nc2cccc3c(C)cc(C)nc23)cc1	-5	4	33	-9	-4	-2	0	0.0	2	-33
(list continues)
SMILES	Wnt bcat act	MITF act	SR-BI HDL uptake	Rtt109 HAT inh	cardiac RTF act	HTR5A ag	dFosB act	CDK5 inh	PvdQ inh	SR-BI DiI-HDL act
O=C(CCc1c[nH]c2ccccc12)N1CCCC1	3	13	/	-1	2	0	1	-1.0	-11	/
c1ccc2c(c1)C(=NC1CCCCC1)NC2=NC1CCCCC1	/	-45	21	10	-4	-4	1	3.2	12	-21
O=C(Nc1ccccn1)C1CCCN1S(=O)(=O)c1ccc(Cl)cc1 (configuration not stated)	3	-6	-14	0	6	-7	1	0.2	-7	14
CN(C(=O)c1cccc(NC(=O)Cc2cccc([N+](=O)[O-])c2)c1)C1CCCC1	-5	-13	34	1	-1	2	-4	0.8	-19	-34
O=C(CCc1nnc(-c2ccc(-c3ccccc3)cc2)o1)N1CCCCC1	-1	20	-23	-1	2	-3	-13	-0.2	-14	23
Cc1ccc(N2C(=O)c3ccccc3C2C(=O)c2cc(C)ccc2O)cc1 (configuration not stated)	-15	28	12	-2	4	-3	-16	0.6	-7	-12
O=C(CNc1cc(S(=O)(=O)N2CCOCC2)ccc1N1CCCC1)N1CCc2ccccc21	-2	-3	0	-1	-1	1	-14	1.7	-10	0
Cc1ccc(-n2ncc3c2CCCC3NC(=O)CCC2=NNC(=O)CC2)cc1C (configuration not stated)	-1	2	-5	-13	-6	2	-4	-0.1	-9	5
CCOc1ccc(N(CC(=O)NCc2ccccc2Cl)S(=O)(=O)c2c(C)noc2C)cc1	-1	1	-20	5	1	3	-18	-0.9	7	20
CN(CC(=O)Nc1ccccc1Br)C(=O)c1ccccc1-c1nc2ccccc2s1	-2	2	4	10	-1	2	-2	-1.8	19	-4
O=C(CCn1cncn1)N1CCCC(N2CCN(c3cccc(C(F)(F)F)c3)CC2)C1 (configuration not stated)	1	8	-11	6	-6	4	5	0.9	-8	11
COc1cccc(NC(=O)COC(=O)C2CCCCC2)c1	1	2	-5	-2	-1	4	-8	1.2	-1	5
CCOc1ccccc1NC(=O)CSC1=NN2CCCC(=O)N=C2S1	2	-4	10	2	-2	-5	-6	-0.9	-9	-10
Cc1cc(C)c2c(CN3CCN(CCO)CC3)cc(=O)oc2c1	-1	3	0	-1	-2	-4	0	-1.8	-8	0
CCOC(=O)CCCNC(=O)CCNC(=O)c1ccc(OCC)cc1	/	-1	-11	/	6	-3	-8	-3.9	-1	11
COc1ccc(C(=O)Nn2c(SCC(=O)N3CCC(C)CC3)nc3ccccc3c2=O)cc1	-19	-40	-17	12	-1	-7	29*	-0.9	-16	17
CCOC(=O)c1oc2ccccc2c1CN1CCCCC1	0	4	-13	-5	4	2	-3	-1.5	1	13
COc1ccc(NC(=O)c2ccc3c(c2)CCN3S(=O)(=O)c2ccccc2)c(OC)c1	1	3	41	-9	-5	-5	3	1.7	2	-41
COC(=O)c1ccc(CSc2nc3ccccc3c(=O)n2Cc2ccco2)o1	/	-13	-10	-2	-3	1	-4	-0.8	-3	10
NC(=O)N/N=C/c1ccccc1OCC(=O)NCc1ccccc1	/	1	-6	4	1	1	-6	/	10	6
Cc1ccc(NC(=O)c2nc[nH]c2C(=O)N[C@@H](C)C(=O)OC(C)(C)C)cc1	-1	1	-1	4	1	6	-7	-4.4	-23	1
CC(C)(C)[C@H]1CCC(=O)N([C@H](CSc2ccc(Br)cc2)Cc2ccccc2)CC1	-1	2	-17	-1	-1	6	-1	1.9	-5	17
CCCN1C2=NS(=O)(=O)CCN2c2ccccc21	/	-1	-15	1	3	1	-5	-3.3	-22	15
Oc1ccc(/C=N/N2CCN(C3c4ccccc4-c4ccccc43)CC2)cc1O	16	-3	38	2	3	9	-3	-0.7	-14	-38
CC1CCCN(C(=O)CSc2n[nH]c(-c3cccs3)n2)C1 (configuration not stated)	1	6	-24	-2	-3	3	3	0.3	-1	24
(listing goes on)
SMILES	Wnt bcat act	MITF act	SR-BI HDL uptake	Rtt109 HAT inh	cardiac RTF act	HTR5A ag	dFosB act	CDK5 inh	PvdQ inh	SR-BI DiI-HDL act
NNC(=O)c1oc2nc(-c3cccs3)cc(-c3ccco3)c2c1N	7	2	16	4	14	-2	-34	1.9	-8	-16
O=C(OCC1OC(n2ccc(=O)[nH]c2=O)C(Cl)C1O)c1ccccc1 (configuration not stated)	-2	/	-4	8	-5	2	-4	3.0	-25	4
CCCCn1c(N)c(N(CC(C)C)C(=O)c2ccc(C)c(S(=O)(=O)N3CCCCC3)c2)c(=O)[nH]c1=O	-3	-3	-26	-1	-2	-1	7	-0.1	-9	26
O=C(O)c1cccnc1Sc1ccccc1	/	-7	-42	3	-1	5	1	0.5	10	42
O=C(O)c1ccc(Nc2ncnc3c2cnn3Cc2ccccc2)cc1	-1	3	-5	20	10	0	-7	-1.0	9	5
COc1ccc2[nH]c3c(c2c1)CCNC3C1CC=C(C)CC1 (configuration not stated)	-5	36	16	3	-3	34*	-10	-4.5	-14	-16
Cc1ccc(C2CC(c3ccco3)n3ncnc3N2)cc1 (configuration not stated)	-3	2	-5	0	-5	0	-1	2.6	-3	5
CCOc1ccccc1C(=O)N(Cc1ccco1)C1CCS(=O)(=O)C1 (configuration not stated)	/	10	4	7	0	1	-2	1.0	-4	-4
Cc1occc1C(=O)N/N=C/C=C/c1ccc(N(C)C)cc1	11	48	12	-140	4	3	-10	-3.2	0	-12
Cc1c(C(=O)N2CCN(c3ccc([N+](=O)[O-])cc3)CC2)sc2ncn(CC(=O)N3CCOCC3)c(=O)c12	-3	-14	/	4	-2	3	-6	-1.4	-18	/
O=C(NCCc1c[nH]c2ccccc12)/C(=C/c1cccnc1)NC(=O)c1ccco1	-3	-10	-6	-6	-4	2	1	-2.3	0	6
COc1cc2c(cc1OC)CN(C(=O)c1cc(=O)c3ccccc3o1)CC2	/	-23	7	0	3	-1	0	-0.1	-3	-7
CCN(C(=S)NC(=O)C1CCCC1)C1CCCCC1	0	2	-3	10	-1	2	-8	1.1	-6	3
Cc1c(C(=O)N/N=C/c2ccccc2)[nH]c2c([N+](=O)[O-])cccc12	-12	/	7	8	-5	-4	0	4.3	6	-7
C(=C(c1ccccc1)c1ccccc1)c1ccccn1	1	2	-2	-6	-2	3	4	-0.9	-6	2
CC(C)Oc1ccc(C(CC(=O)O)Cc2ccccc2)cc1 (configuration not stated)	1	6	-9	-9	1	-4	-7	1.0	-11	9
Cc1c(C(=O)NCCCN2CCCC2=O)oc2ccc(S(=O)(=O)N3CCOCC3)cc12	-6	12	-6	-5	-8	1	-6	0.4	-5	6
